GPR151 ag: human GPR151 activation. 650,000 compounds, 1% hits. PathHunter beta-arrestin GPR151 cells, luminescence. activation, % at 11.2 µM. Q8TDV0; in the data active = activation above about 4.9%;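 note: 0% = median of compound wells and 100% = cells with positive control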
Target sequence (Q8TDV0 whole entry, looked up): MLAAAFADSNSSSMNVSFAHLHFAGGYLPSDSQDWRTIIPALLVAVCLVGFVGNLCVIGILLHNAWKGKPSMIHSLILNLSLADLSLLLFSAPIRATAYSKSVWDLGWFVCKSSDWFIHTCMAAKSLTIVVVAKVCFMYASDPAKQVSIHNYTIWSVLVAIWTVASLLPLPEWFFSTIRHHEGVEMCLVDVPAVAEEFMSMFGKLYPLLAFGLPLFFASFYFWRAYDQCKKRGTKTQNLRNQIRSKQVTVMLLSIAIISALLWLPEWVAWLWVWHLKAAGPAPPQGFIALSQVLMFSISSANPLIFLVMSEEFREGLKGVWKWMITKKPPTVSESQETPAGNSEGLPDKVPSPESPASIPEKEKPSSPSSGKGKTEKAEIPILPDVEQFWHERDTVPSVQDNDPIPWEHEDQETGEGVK
TEAD-YAP block: TEAD-YAP interaction inhibition | HEK-TIYL cells, TEAD-Gal4/YAP UAS-luciferase luminescence | AID 1259422 | inhibition, % at 9.12 µM | 640,000 compounds, 1.4% hits; in the data active = inhibition above about 32%;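 note: 0% = median of test compound wells and 100% = reference inhibitor wells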
FBW7 act: activators of human E3 ligase FBW7; Q969H0; AlphaScreen FBW7–phospho-cyclin E peptide binding, activator screen; normalized activity (activation), % at 26.1 µM; 650,000 compounds, 0.13% hits; AID 1259310; in the data active = normalized activity above about 1.9%;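 note: purified mutant Fbw7 with reduced substrate affinity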
MITF inh: inhibitors of human MITF; AlphaScreen MITF homodimerization, bead proximity signal; O75030; 650,000 compounds, 0.91% hits; AID 1259374; inhibition, % at 2.6 µM; in the data active = inhibition above about 50%;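 note: 0% = vehicle wells with protein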
Target sequence (O75030 whole entry, looked up): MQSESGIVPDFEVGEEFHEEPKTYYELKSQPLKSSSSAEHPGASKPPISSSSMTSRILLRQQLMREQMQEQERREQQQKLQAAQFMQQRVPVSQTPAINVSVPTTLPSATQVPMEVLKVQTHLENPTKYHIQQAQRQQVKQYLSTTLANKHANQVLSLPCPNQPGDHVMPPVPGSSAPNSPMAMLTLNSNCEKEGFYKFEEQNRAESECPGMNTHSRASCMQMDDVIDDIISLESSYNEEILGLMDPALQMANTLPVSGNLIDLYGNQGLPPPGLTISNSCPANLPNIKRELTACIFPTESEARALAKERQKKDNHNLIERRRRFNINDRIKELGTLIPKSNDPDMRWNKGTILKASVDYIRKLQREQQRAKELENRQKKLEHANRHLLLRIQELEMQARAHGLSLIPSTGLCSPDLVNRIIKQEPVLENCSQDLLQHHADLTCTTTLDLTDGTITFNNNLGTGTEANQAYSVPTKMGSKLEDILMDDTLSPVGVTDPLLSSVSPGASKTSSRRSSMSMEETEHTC
* hit, by the source's call; & = joins results of further samples; ! = not active in a repeat. Hits appear at their usual frequency (roughly 3.4% active in at least one column).

SMILES	GPR151 ag	TEAD-YAP block	FBW7 act	MITF inh
CC(C)c1ccc(-n2cc(-c3ccncc3)cn2)cc1	-0.5	-51	0.1	15
CCOC(=O)C1=C(C)N=c2s/c(=C\c3cccc([N+](=O)[O-])c3)c(=O)n2C1c1ccccc1 (stereo not drawn)	-1.1	-5	-0.1	-10
COc1ccc(/C=C2\N=C(c3ccccc3Cl)OC2=O)c(OC)c1OC	-0.7	-1	0.0	-12
CCCCCC(=O)Nc1cccc(-c2nc3cc(C)cc(C)c3o2)c1	-0.1	-11	0.2	7
Cc1cc(S(=O)(=O)/N=C2/C=CC(=O)c3ccccc32)ccc1Cl	-1.2	7	0.4	-1
CC(C)N(C(=O)Cn1nc(-c2ccoc2)oc1=O)C(C)C	-0.4	-12	0.8	22
COc1ccc(CN(Cc2cc3cc(C)ccc3n3nnnc23)C(=O)c2ccco2)cc1	0.2	-10	-0.1	4
c1ccc2c(c1)nc(NCCCN1CCOCC1)n1nc(-c3ccncc3)nc21	0.1	18	0.0	12
O=C1c2cccc3cccc(c23)C(=O)N1Cc1nc2ccccc2[nH]1	-1.1	-10	0.0	14
C=CCN(CC=C)S(=O)(=O)c1ccc(C(=O)Nc2sc3c(c2C(N)=O)CCN(C(=O)OCC)C3)cc1	-0.3	7	0.1	4
CCN(CC)c1ccc(C2C(C(=O)Nc3cc(C)ccn3)=C(C)NC3=C2C(=O)CC(C)(C)C3)cc1 (stereo not drawn)	0.6	3	-0.1	8
Cc1nc2scc(C)n2c(=O)c1NC(=O)c1ccccc1	-1.1	1	-0.2	8

Brought forward from above: 2 compounds, followed by the next part.
SMILES	GPR151 ag	TEAD-YAP block	FBW7 act	MITF inh
CCN(CC)c1ccc(C2C(C(=O)Nc3cc(C)ccn3)=C(C)NC3=C2C(=O)CC(C)(C)C3)cc1 (stereo not drawn)	0.6	3	-0.1	8
Cc1nc2scc(C)n2c(=O)c1NC(=O)c1ccccc1	-1.1	1	-0.2	8
Cc1ccc(NC(=O)c2ccccc2)s1	-5.0	57*	-0.1	3
Cc1ccccc1NCN1C(=O)c2cccc([N+](=O)[O-])c2C1=O	1.0	-1	0.1	-5
CCN1CCN(C(=O)c2ccc(C)c(C)c2)CC1	2.2	0	0.2	4
CCN1CCCC1CNC(=O)C1CCCN(S(=O)(=O)c2cccc3nsnc23)C1 (stereo not drawn)	-0.5	-4	-0.1	4
c1ccc(Nc2nccc(NCc3cccnc3)n2)nc1	-1.2	-1	-0.2	-5
Cc1cccc(Cl)c1NC(=O)c1oc2ccc(S(=O)(=O)N3CCOCC3)cc2c1C	0.3	2	0.0	-2
NC(=O)CC(NC(=O)c1ccccc1)C(=O)OCC(=O)c1ccccc1 (stereo not drawn)	-1.0	-7	0.0	-4
O=C(Nc1ccc2c(c1)OCO2)c1csc(Nc2ccc(N3CCOCC3)cc2)n1	-1.8	-16	0.0	19
CCc1ccc(C(=O)N[C@H]2C[C@H]3C(=O)N[C@@H](CO)C(=O)N3C2)cc1	-0.2	1	0.1	10
FC(F)(F)c1ccc(Cn2cnc3c(NCc4ccccc4)nc(N4CCC(N5CCOCC5)CC4)nc32)cc1	0.6	-1	0.2	15
CC(Sc1nnc(N)s1)C(=O)NC1CCCc2ccccc21 (stereo not drawn)	-0.2	11	0.1	7
CCCCCC(=O)OCCNC(=O)c1cc2ccccc2oc1=O	-1.0	-12	0.9	16
O=C(CCN1C(=O)C2CCCCC2C1=O)NNC(=O)CC12CC3CC(CC(C3)C1)C2 (stereo not drawn)	1.8	-3	0.1	-1
O=C(NCC1COCCO1)c1ccc(OC2CCN(Cc3ccccn3)CC2)cc1 (stereo not drawn)	-0.7	15	0.0	7
CCOc1ccc(S(=O)(=O)N(CC(=O)NCCc2ccccc2)c2ccc(C)cc2)cc1	1.5	-7	0.6	17
CCCn1nnnc1SCC(=O)Nc1nnc(CC)s1	-0.5	5	0.7	20
O=C1CCc2cc(S(=O)(=O)N3CCC(C(=O)NCCc4ccccc4)CC3)ccc2N1	0.1	1	-0.1	5
COc1nc(NC2CC2)nc(-c2ccc(C(=O)N3CCN(C)CC3)cc2)n1	-1.6	-5	0.4	9
CC(C)=NNC(=O)COc1ccc(Cl)cc1C	-1.0	12	0.3	12
O=C(NC(Cc1c[nH]c2ccccc12)C(=O)Nc1ccc(Br)cc1)Oc1ccccc1 (stereo not drawn)	1.9	9	0.0	5
COc1cc(Cl)c(C=C2C(=O)NC(=O)NC2=O)cc1OC	1.2	3	-0.1	-14
COc1ccc([N+](=O)[O-])cc1NC(=O)CS(=O)Cc1nc(-c2ccc(C)cc2)oc1C (stereo not drawn)	-1.4	-2	0.0	-3
Cc1[nH]c2ccccc2c1C(=O)C(=O)NC1CCCCC1	-0.5	4	0.0	4
COc1ccc(N=Cc2ccc(CNS(=O)(=O)c3ccc(C)cc3)o2)c(OC)c1	-1.6	3	0.0	1

By substructure: those above with a Cl atom.
SMILES	GPR151 ag	TEAD-YAP block	FBW7 act	MITF inh
COc1ccc(/C=C2\N=C(c3ccccc3Cl)OC2=O)c(OC)c1OC	-0.7	-1	0.0	-12
Cc1cc(S(=O)(=O)/N=C2/C=CC(=O)c3ccccc32)ccc1Cl	-1.2	7	0.4	-1
Cc1cccc(Cl)c1NC(=O)c1oc2ccc(S(=O)(=O)N3CCOCC3)cc2c1C	0.3	2	0.0	-2
CC(C)=NNC(=O)COc1ccc(Cl)cc1C	-1.0	12	0.3	12
COc1cc(Cl)c(C=C2C(=O)NC(=O)NC2=O)cc1OC	1.2	3	-0.1	-14

Additional records
SMILES	GPR151 ag	TEAD-YAP block	FBW7 act	MITF inh
CC1CCCN(c2ncnc3c2c(-c2ccccc2)cn3-c2ccc(F)cc2)C1 (stereo not drawn)	-0.1	9	0.3	2
Cc1c2[nH]c(=O)c(Oc3ccc(C#N)cc3)c-2n(-c2ccccc2)n1C	-0.2	-3	0.0	5
CC(C)NS(=O)(=O)c1cccc(C(=O)Nc2ccc(C(N)=O)cc2)c1	-1.2	4	0.2	7
Nc1ncc(Br)cc1S(=O)(=O)NC1CCCC1	-0.1	-5	-0.1	2
COc1cc(-c2nc(-c3ccc(Br)cc3)no2)cc(OC)c1OC	1.2	6	-0.2	1
CC12CC3CC(C)(C1)CC(c1ccc(O)cc1)(C3)C2	1.6	-2	-0.2	6
CC(C)Cc1nc(N2CCN(C)CC2)c2nnn(Cc3ccccc3)c2n1	-0.6	11	-0.3	36
CC(NC(=O)Cc1ccc(F)cc1)C(c1cccs1)N1CCN(C)CC1 (stereo not drawn)	0.0	4	0.2	4
Cc1ccc(C(=O)NCCOc2cc(C)cc(C)c2)cc1	-1.7	-9	0.7	13
O=C(CSc1nc2cc(C(=O)NCCCN3CCOCC3)ccc2c(=O)n1CC1CCCO1)NCCc1ccccc1 (stereo not drawn)	-1.4	4	0.5	5
CCOc1nc(NC(=O)NC(=O)c2ccccc2)nc(-c2ccccc2)n1	-0.4	1	0.1	14
CC(=NCc1ccco1)c1c(C)[nH]n(-c2nc3ccccc3s2)c1=O	-8.2&-4.1	41*!	-0.2&0.1	14&43

Entries from the list above that contain a thiophene ring, fused or not, in the order listed:
SMILES	GPR151 ag	TEAD-YAP block	FBW7 act	MITF inh
C=CCN(CC=C)S(=O)(=O)c1ccc(C(=O)Nc2sc3c(c2C(N)=O)CCN(C(=O)OCC)C3)cc1	-0.3	7	0.1	4
Cc1ccc(NC(=O)c2ccccc2)s1	-5.0	57*	-0.1	3
CC(NC(=O)Cc1ccc(F)cc1)C(c1cccs1)N1CCN(C)CC1 (stereo not drawn)	0.0	4	0.2	4

Following part
SMILES	GPR151 ag	TEAD-YAP block	FBW7 act	MITF inh
CSc1nc(C(=O)N2CCCC(CCC(=O)NCc3ccccc3F)C2)cs1 (stereo not drawn)	-1.4	0	0.1	12
CCOC(=O)C1=C(C)OC(N)=C(C#N)C1c1ccc(F)c(F)c1 (stereo not drawn)	0.1	9	0.0	-5
CCOc1ccccc1NC(=O)CCSc1nc2n[nH]c(C)c2c(=N)n1-c1ccccc1Cl	-2.0	7	0.0	14
COc1cccc(OC)c1C(=O)Nc1cc(C)ccn1	-1.7	-4	0.2	21
COc1ccc(S(N)(=O)=O)cc1C(=O)NCCCSc1ccccc1	-1.0	1	-0.1	1
CCC1CCCCN1C(=O)CSc1nnc(Nc2ccc(OC)cc2)s1 (stereo not drawn)	0.0	-9	-0.1	6
COc1ccc(OC)c(S(=O)(=O)N(C)CC(=O)Nc2ccccc2F)c1	-0.5	-1	0.0	51*
CSc1ccc(/C=C2\C(=O)N(c3ccc(C)c(C)c3)C(c3cccc([N+](=O)[O-])c3)S2(=O)=O)cc1 (stereo not drawn)	-0.8	5	-0.1	9
Cc1cc(F)ccc1NC(=O)C1=NNC(=O)CC1	0.2	-3	0.0	-13
Cc1ccc(NC(=O)Cn2nc(C)c([N+](=O)[O-])c2C)cc1C	-0.8	-6	0.1	-14
O=C(O)CSc1nnc(SCc2cccc3ccccc23)s1	-0.6	14	-0.1	4
CCOc1ccc(CN2CCNC(=O)C2CC(=O)NCCSc2nnc(C)s2)cc1 (stereo not drawn)	-1.9	-8	-0.1	0
Cc1c(Cl)cccc1NC(=O)CCCN1C(=O)c2cccnc2C1=O	-1.0	11	0.4	14
CC(=O)Nc1c(-c2ccccc2)c2cc(Br)ccc2[nH]c1=O	-0.5	0	-0.1	-6
COc1ccc(Cl)cc1N1C(=O)C2C(c3ccccc3)OC3(C(=O)c4ccccc4C3=O)C2C1=O (stereo not drawn)	-1.4	3	0.2	14
COCc1cc(=O)oc2cc(OC)ccc12	-0.6	2	0.2	-4
COc1cccc(NC(=O)c2sc3ncnc(N4CCCCC4C)c3c2C)c1 (stereo not drawn)	0.3	-4	-0.1	0
CC(CNC(=O)C1CCCN(C(=O)N2CCOc3ccccc32)C1)c1ccccc1 (stereo not drawn)	-1.1	6	0.2	12
COc1ccc(/C=C/C(=O)NNC(=O)CCN2CCN(c3ccccc3)CC2)cc1	-0.6	2	0.6	-2
C/C(=N/Nc1ccc([N+](=O)[O-])cc1[N+](=O)[O-])C1=C(O)c2ccccc2C1=O	-1.2	3	-0.1	-7
Cc1ccc(-n2[nH]c(C)c(C=Nc3ccc([N+](=O)[O-])cc3O)c2=O)cc1C	-2.4	0	-0.1	12
COc1ccc([C@@H](C)C(=O)c2ccc(O)cc2O)cc1	0.0	-3	0.0	2
CCc1cccc(NC(=O)COc2ccccc2)c1	-2.6	-15	0.8	-6
CCOc1ccc2ccccc2c1/C=C1/SC(=O)N(CC(=O)OC)C1=O	-0.8	42*	-0.1	12
COc1cccc(C(=O)CSc2nnnn2C2CCCCC2)c1	-1.5	-45	0.0	0
CCC(OC(=O)CN1C(=O)c2cccc([N+](=O)[O-])c2C1=O)C(=O)c1ccccc1 (stereo not drawn)	0.0	3	-0.1	-12
COc1cccc(-c2nc(-c3ccccc3)[nH]c2-c2cccc(OC)c2)c1	0.3	10	-0.5	-1
COCCCNCc1c(C(=O)O)n(Cc2ccccc2F)c2ccccc12	-0.5	-11	-0.3	-2
O=[N+]([O-])c1ccccc1OCCOCCN1CCOCC1	-0.2	-2	-0.2	4
Cn1c(Nc2nccc(NCCOc3ccccc3)n2)nc2ccccc21	-0.7	-4	0.0	15
Cc1cc(C(=O)N2CC(C)CC(C)C2)n[nH]1 (stereo not drawn)	0.3	3	0.1	4
COC(=O)NC(=C(Cl)Cl)c1ccc(C)c(F)c1	-1.9	13	0.1	4
COc1ccc(CN2C(=O)N(c3ccccc3)C(=O)C2CC(=O)Nc2ccccc2)cc1 (stereo not drawn)	1.8	-8	0.5	6
CC1CCN(C(=O)CSc2nnc(-c3ccc(NS(C)(=O)=O)cc3)o2)CC1	-0.7	-6	-0.2	-10
N#Cc1c(N)n[nH]c1CCCCCN=Cc1cc(Br)ccc1O	-0.2	-2	0.3	5
CC12C=CC(O1)C1C(=O)N(c3ccc(Cl)cc3Cl)C(=O)C12 (stereo not drawn)	1.3	-3	-0.1	4
CCSc1nc2sccn2c(=O)c1C(=O)NC(Cc1ccccn1)C(F)(F)F (stereo not drawn)	5.0*	6	-0.5	7
CCOC(=O)CC(NC(=O)c1cccs1)c1ccc(OCC)cc1 (stereo not drawn)	1.5	11	0.1	9
COc1ccc(NC(=O)CSc2nc3cc4c(cc3cc2C#N)OCCO4)c(OC)c1	-0.7	83*	0.1	25
OCCC1CN(Cc2cccn2-c2cccnc2)CCN1C1CCCCC1 (stereo not drawn)	-1.1	-6	0.2	13
COc1cc(-c2cccs2)cc(=O)c2c(C)oc(C)c12	0.3	6	0.0	12
CN1C(=O)NC(c2cccc([N+](=O)[O-])c2)C(C(=O)c2cccs2)C1(O)C(F)(F)F (stereo not drawn)	0.1	-11	0.6	14
Cc1ccc(C(=O)N/C(=C/c2cccs2)C(=O)NC2CCCCC2)cc1	-0.3	12	0.0	0
Cc1ccc(Cl)c(Oc2ccc([N+](=O)[O-])cc2S(N)(=O)=O)c1	1.3	0	0.1	11
O=C(NCCc1ccccc1)c1nn2c(C(F)(F)F)cc(-c3cccs3)nc2c1Cl	0.4	0	0.1	-23
CC(NC(=O)c1ccc2c(c1)N(C)CCS2)c1ccccc1 (stereo not drawn)	-2.0	-5	0.6	11
OCc1ccc(-c2cnn3c(NCCc4cccnc4)ccnc23)cc1	-0.1	-5	0.8	12
Cn1c(=O)c2cn(CCBr)cc2n(C)c1=O	0.7	12	-0.1	1
Cc1sc(NC(=O)COc2ccc3ccccc3c2)c(C(N)=O)c1C	0.9	1	0.3	14
O=C(Cn1nnc2sc3c(c2c1=O)CCCC3)NCc1cccs1	-0.2	4	0.1	0

Compound activity (PubChem)
